LYPLA2 inh: blocks human lysophospholipase 2, a PME1 counter-screen. O95372. recombinant LYPLA2, FP-Rh probe fluorescence polarization. inhibition, % at 5.9 µM. actives 0.38% (n = 320,000). AID 2177;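 active = inhibition above the screen-wide mean plus 3 SD, limit set per campaign, cut at about 26% in these data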;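 note: 0% = LYPLA2 with DMSO and 100% = wells lacking LYPLA2 enzyme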
Target sequence (O95372 whole entry, looked up): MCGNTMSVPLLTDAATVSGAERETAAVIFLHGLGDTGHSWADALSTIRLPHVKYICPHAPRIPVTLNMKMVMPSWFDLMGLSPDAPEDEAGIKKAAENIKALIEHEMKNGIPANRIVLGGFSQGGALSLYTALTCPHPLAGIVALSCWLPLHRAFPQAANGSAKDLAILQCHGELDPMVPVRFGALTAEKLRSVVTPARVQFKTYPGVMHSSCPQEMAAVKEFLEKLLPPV
PAFAH1B3 inh: inhibitors of human PAFAH1B3 | Q15102 | recombinant PAFAH1B3, FP-rhodamine probe, fluorescence polarization | inhibition, % at 3.39 µM | actives 0.28% (n = 340,000) | AID 492972;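 active = inhibition above the screen-wide average of all tested compounds plus 3 SD, cut at about 25% in these data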;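 note: 0% = enzyme with DMSO only and 100% = wells lacking PAFAH1B3 protein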
Target sequence (Q15102 whole entry, looked up): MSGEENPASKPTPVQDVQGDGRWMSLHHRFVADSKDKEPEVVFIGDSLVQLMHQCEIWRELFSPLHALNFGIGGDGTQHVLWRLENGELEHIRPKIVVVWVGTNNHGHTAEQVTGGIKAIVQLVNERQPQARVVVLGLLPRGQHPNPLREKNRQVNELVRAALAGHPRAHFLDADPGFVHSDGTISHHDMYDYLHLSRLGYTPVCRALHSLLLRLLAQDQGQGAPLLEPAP
pPAFAH FP inh: inhibitors of human plasma PAF acetylhydrolase (pPAFAH) | recombinant pPAFAH, FP-rhodamine probe fluorescence polarization | inhibition, % at 3.39 µM | actives 1.5% (n = 330,000) | Q13093;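 active = inhibition above the mean inhibition across the screen plus 3 SD, cut at about 25% in these data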;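 note: inhibitors block binding of the rhodamine activity-based probe so polarization drops; 0% = enzyme with DMSO and 100% = wells lacking pPAFAH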
PAD4 inh: blocks human protein arginine deiminase 4; recombinant PAD4, RCA probe fluorescence polarization; inhibition, % at 6.36 µM; actives 0.41% (n = 330,000);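 active = percent inhibition above a cutoff equal to the mean of all tested compounds plus 3 SD, cut at about 15% in these data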;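 note: 0% = PAD4 with RCA probe and DMSO and 100% = probe without PAD4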
PAFAH2 FP inh: PAFAH2 (human) inhibition | recombinant PAFAH2, FP-rhodamine activity probe, fluorescence polarization | inhibition, % at 3.39 µM | actives 0.99% (n = 340,000);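 active = inhibition above the mean over all tested compounds plus 3 SD, cut at about 30% in these data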;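 note: inhibitors block probe labeling of enzyme so polarization drops; 0% = enzyme with DMSO and 100% = wells lacking PAFAH2 protein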
LYPLA1 counter: LYPLA1 (human) inhibition in PME1 counter-screen. O75608. recombinant LYPLA1, FP-Rh probe fluorescence polarization. inhibition, % at 5.9 µM. actives 0.16% (n = 320,000);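 active = inhibition above the mean of all tested compounds plus 3 SD, set per campaign, cut at about 14% in these data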;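 note: inhibitors block serine hydrolase probe labeling of LYPLA1 so polarization falls; 0% = enzyme with DMSO and 100% = wells lacking LYPLA1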
Target sequence (O75608 whole entry, looked up): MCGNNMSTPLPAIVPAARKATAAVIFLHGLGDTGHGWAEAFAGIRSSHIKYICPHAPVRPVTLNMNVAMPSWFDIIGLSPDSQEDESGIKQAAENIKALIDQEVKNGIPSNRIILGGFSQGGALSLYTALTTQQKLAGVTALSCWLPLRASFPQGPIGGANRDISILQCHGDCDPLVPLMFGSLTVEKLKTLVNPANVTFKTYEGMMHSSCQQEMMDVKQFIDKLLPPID
PREPL inh: inhibits the human prolyl oligopeptidase-like enzyme. Q4J6C6. recombinant PREPL, fluorescence polarization activity-based probe. inhibition, % at 5.96 µM. actives 0.68% (n = 320,000). AID 2751; in the data active = inhibition above about 43%;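 note: 0% = enzyme with DMSO and 100% = wells lacking enzyme; many of its hits are not listed in these tables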
PAFAH1B2 FP inh: inhibitors of human PAFAH1B2. recombinant PAFAH1B2, FP-rhodamine activity probe, fluorescence polarization. inhibition, % at 3.39 µM. actives 1.2% (n = 340,000). AID 492953;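 active = inhibition above the mean of all tested compounds plus 3 SD, cut at about 24% in these data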;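 note: 0% = enzyme with DMSO and 100% = wells lacking PAFAH1B2; many of its hits are not listed in these tables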
GSTO1 inh: counter-screen for RBBP9 inhibitors: inhibitors of human GSTO1; P78417; recombinant GSTO1, activity-based probe fluorescence polarization; inhibition, % at 5.96 µM; actives 1.1% (n = 300,000); AID 1974;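 active = inhibition above the campaign mean inhibition plus 3 SD, cut at about 35% in these data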;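 note: 0% = GSTO1-1 with DMSO and 100% = wells lacking GSTO1-1 enzyme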
Target sequence (P78417 whole entry, looked up): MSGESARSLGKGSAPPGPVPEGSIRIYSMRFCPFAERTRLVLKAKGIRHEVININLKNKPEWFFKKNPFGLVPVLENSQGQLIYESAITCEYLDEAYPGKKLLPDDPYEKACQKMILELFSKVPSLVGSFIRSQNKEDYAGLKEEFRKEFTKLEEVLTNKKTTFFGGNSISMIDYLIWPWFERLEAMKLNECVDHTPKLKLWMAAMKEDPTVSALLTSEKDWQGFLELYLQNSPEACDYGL
An asterisk follows results filed as active; · = not tested or not shown. Some of the compounds tested; the hit share may differ from the screen's.

SMILES	LYPLA2 inh	PAFAH1B3 inh	pPAFAH FP inh	PAD4 inh	PAFAH2 FP inh	LYPLA1 counter	PREPL inh	PAFAH1B2 FP inh	GSTO1 inh
CCN1CCN(S(=O)(=O)c2cccc(S(=O)(=O)N3CCOCC3)c2)CC1	1	5	-2	-3	4	0	-3	1	5
CCCCNC(=S)Nc1ccc(Oc2ccccc2)cc1	1	4	-2	-3	2	2	14	0	-4
C#CCOCCOCCOCCNc1nc(N2CCN(C(=O)CCCCCCCCCCNC(=O)[C@H]([C@@H](C)CC)n3cc(CCCCCN)nn3)CC2)nc(N2CCN(C(=O)CCCCCCCCCCNC(=O)[C@H](CO)n3cc(CCCCCN)nn3)CC2)n1	19	1	-1	0	4	1	50*	-2	-5
CC(C)(C)CC(=O)N1CCN(c2ccc(S(=O)(=O)N3CCOCC3)cc2[N+](=O)[O-])CC1	12	7	0	-7	3	-2	6	1	·
Cc1c(OCc2ccc([N+](=O)[O-])cc2)ccc2c3c(c(=O)oc12)CCC3	6	12	4	-1	6	9	1	4	7
Cc1c(C(=O)NC(=S)N(Cc2ccccc2)c2ccccn2)cccc1[N+](=O)[O-]	6	6	3	3	11	4	5	4	·
O=C(COC(=O)Cc1cccs1)Nc1cc(S(=O)(=O)N2CCOCC2)ccc1Cl	·	5	14	-14	-2	·	11	7	·
COC(=O)c1ccc(COC(=O)Cc2n[nH]c(=O)c3ccccc23)cc1	6	1	7	1	-7	0	10	-1	4
COc1ccc2c(C(=O)c3ccc(C)cc3)n(CCC(N)=O)[n+]([O-])c2c1	5	7	2	0	-4	-3	6	8	-8
Cc1cc(OCC(=O)NCCc2ccc(S(N)(=O)=O)cc2)c2c(C)cc(=O)oc2c1	10	8	-1	-4	4	2	6	1	-8
CC(C)CCNC(=O)/C=C/c1ccc(Br)cc1	-4	6	5	-1	-1	-2	11	1	-9
CCOc1ccc(C)cc1S(=O)(=O)NC1CCCCC1	-5	3	-4	3	9	-2	12	3	3
CC(C)OC(=S)N/C(=N\S(=O)(=O)c1ccccc1)c1ccccc1	-1	9	4	2	3	0	-2	-3	2
Cc1cccc(NS(=O)(=O)c2cccc(C(=O)N3CC(C)OC(C)C3)c2)c1 (stereo unspecified)	3	-1	10	1	6	0	2	10	7
NC(=NCc1ccco1)NC(=O)c1ccccc1	-3	8	-2	-2	-6	-1	-8	4	3
CN(C)C=Nc1nonc1-c1ccc(Cl)cc1	1	-2	6	4	-2	3	2	13	3
CCOC(=O)c1c(C)[nH]c(C)c1S(=O)(=O)NCC1CCN(Cc2ccccc2F)CC1	0	4	1	-1	3	1	10	5	10
Cc1noc(C)c1C(=O)OCC(=O)N(C)C1(C#N)CCCCC1	0	10	1	0	9	1	-1	1	·
O=S(=O)(/N=C(/c1ccccc1)N1CCOCC1)c1ccc(F)cc1	-5	5	-1	4	1	-6	16	5	1
CC(=O)N1c2ccccc2C2(O)N=C(C)SC12 (stereo unspecified)	3	-1	2	-9	-4	0	0	4	8
COC(=O)c1cc2c(=O)n3ccccc3nc2n(Cc2cccnc2)c1=N	0	·	1	1	·	1	4	·	-6
Cn1cccc1/C=C(\C#N)c1ccccc1	3	3	-1	1	3	2	9	0	13
O=C(NC(=S)NCCN1CCOCC1)c1cccc(Cl)c1	2	11	3	0	-4	0	-11	1	-12
Cn1c(Cl)nc2ccccc21	-5	2	-4	2	-10	1	-1	1	0
CN(CC(=O)Nc1ccccc1Cl)C(=O)COC(=O)/C=C/c1ccc(C(F)(F)F)cc1	7	5	7	-1	0	2	5	8	-5
O=C(Nc1nnc(-c2ccc(F)cc2)s1)c1ccco1	11	-2	6	-3	1	2	-1	5	3
COc1ccc(-c2nnc(NC(=O)c3ccc(S(=O)(=O)N4COCC4(C)C)cc3)o2)cc1	-6	13	6	2	-8	-3	3	5	2
CCOC(=O)C1=C(C)NC(=O)NC1c1ccc(OC)c(Cl)c1 (stereo unspecified)	11	1	4	-5	-7	3	0	6	5
Cc1cc(=O)oc2cc(OCC(O)CN3CCN(c4ccccc4)CC3)ccc12 (stereo unspecified)	6	2	1	-1	1	2	-11	3	-4
CCOC(=O)C1CCN(c2c(NCCCN(CC)Cc3ccccc3)c(=O)c2=O)CC1	2	5	4	1	2	1	12	8	1
CC(=O)N1c2ccc(S(=O)(=O)N3CCCCC3)cc2CC1C(=O)NCc1cccc(Cl)c1 (stereo unspecified)	-5	5	3	3	5	-1	11	-5	5
CC(=O)Nc1ccc(C(=O)CSc2nnc(C)o2)cc1	0	-13	7	-2	-6	-3	7	7	1
Cc1ccc(O)c(Sc2cc(C)ccc2O)c1	-4	8	12	-6	7	-2	11	2	15
Cc1cccc(C)c1N1CCN(c2n[nH]c(N)n2)CC1	3	11	5	-1	4	0	-2	6	8
Cc1c(Cl)cccc1NC(=O)c1cc(C2CC2)on1	2	3	6	-2	0	1	7	1	1
Cc1ccc(NC(=O)C(C)N=C2NS(=O)(=O)c3ccccc32)cc1F (stereo unspecified)	3	13	-1	-2	-9	1	-1	2	-3
CC(C)Oc1cccc(C(=O)C2CCCN(C(=O)c3ccsc3)C2)c1 (stereo unspecified)	3	0	9	-2	-6	2	6	-2	8
O=C(c1ccc(N2CCCC2=O)cc1)N1CCN(c2ccccc2O)CC1	3	6	0	2	5	-5	17	2	·
CC1(C)Cc2cccc(OCC(=O)NCc3ccccc3F)c2O1	2	13	4	3	8	-3	2	6	·
N#Cc1c(N)sc2c1CCCCCC2	2	6	9	-4	4	0	12	28*	5
O=C(Nc1ccc(NC(=O)c2ccccc2O)cc1)Nc1ccc(F)cc1F	-9	8	1	-8	10	-8	3	4	-6
COc1ccccc1C(=O)Nc1cccc(SC)c1	-6	-3	-3	-1	-10	4	-4	-2	-3
CCCC(C)NC(=O)c1ccc(-c2ccccc2)cc1 (stereo unspecified)	-5	·	3	2	·	-2	6	·	4
Cc1ccc(NC(=O)CNc2ccc(Cl)cc2F)cc1	-1	1	2	3	-4	-5	7	-1	14
CCNS(=O)(=O)c1ccc(NC(=O)c2ccc(Cn3cc(Br)cn3)o2)cc1	-2	8	9	-4	-4	-2	-5	1	-7
O=C(CSc1cccc[n+]1[O-])C12CC3CC(CC(C3)C1)C2	3	4	7	-1	48*	6	17	6	5
COc1ccc(-c2nnc(SC)n2C)cc1	2	-1	-3	-1	5	1	-2	-2	1
CC1C(=O)N2CCCc3cc(NC(=O)CC(C)(C)C)cc1c32 (stereo unspecified)	-2	11	2	0	10	-1	21	6	-2
O=C1N/C(=C/c2cccs2)C(=O)N1Cc1ccc(F)cc1	1	0	1	5	6	0	-4	1	-13
O=C(C1CCCN(S(=O)(=O)c2ccccc2)C1)N1CCN(c2ccc(F)cc2)CC1 (stereo unspecified)	5	8	2	0	5	-1	14	0	1
O=C(COc1ccc(Cl)cc1Br)Nc1nnc(C2CC2)s1	-1	-6	8	1	-4	-1	1	6	·
CCc1ccc(-c2n[nH]c(=O)c3ccccc23)cc1	5	1	6	-4	-3	1	-7	6	0
CC(=O)Nc1c(NC(=O)CC#N)[nH]c2c(c1=O)c(=O)n(C)c(=O)n2C	1	0	2	2	-4	0	-5	2	13
O=CN1Cc2[nH]c3ccccc3c2N(c2ccc(Cl)cc2)C1=O	-6	0	-2	-5	-1	2	-8	-1	12
Cc1cccc(NC(=O)c2ccc(C3SCC(=O)N3CCc3ccccc3)cc2)c1C (stereo unspecified)	-1	9	6	-7	6	-1	8	0	-9
CC(=O)c1ccc(-c2ccc(/C=C(/Sc3n[nH]c(C)n3)C(=O)O)o2)cc1	4	20	21	2	14	9	12	10	-8
CC(CCc1ccccc1)NC(=O)C(=O)NCc1ccccc1 (stereo unspecified)	3	7	1	-6	-3	-3	-2	0	-4
CCc1ccccc1NC(=O)c1ccc(S(=O)(=O)NCC2CCCO2)cc1 (stereo unspecified)	-2	-9	4	-1	14	-1	6	1	5
COc1ccc(C2CC(c3cccc(C)c3)n3ncnc3N2)cc1 (stereo unspecified)	-4	7	3	-6	7	5	-26	10	6
Cc1cc(OCC(=O)NCc2nc(-c3ccccc3)no2)c(C)cc1Br	7	6	-6	-1	-6	0	-11	1	-7

4 entries already listed, sorted by count of non-hydrogen atoms, low to high:
SMILES	LYPLA2 inh	PAFAH1B3 inh	pPAFAH FP inh	PAD4 inh	PAFAH2 FP inh	LYPLA1 counter	PREPL inh	PAFAH1B2 FP inh	GSTO1 inh
CCc1ccc(-c2n[nH]c(=O)c3ccccc23)cc1	5	1	6	-4	-3	1	-7	6	0
O=C(CSc1cccc[n+]1[O-])C12CC3CC(CC(C3)C1)C2	3	4	7	-1	48*	6	17	6	5
CC(CCc1ccccc1)NC(=O)C(=O)NCc1ccccc1 (stereo unspecified)	3	7	1	-6	-3	-3	-2	0	-4
Cc1cccc(NC(=O)c2ccc(C3SCC(=O)N3CCc3ccccc3)cc2)c1C (stereo unspecified)	-1	9	6	-7	6	-1	8	0	-9

(listing goes on)
SMILES	LYPLA2 inh	PAFAH1B3 inh	pPAFAH FP inh	PAD4 inh	PAFAH2 FP inh	LYPLA1 counter	PREPL inh	PAFAH1B2 FP inh	GSTO1 inh
CC(C)n1nccc1N(Cc1ccc(Br)cc1)S(=O)(=O)c1ccccc1	-1	6	-2	0	-8	-1	-8	-3	5
CCC(C)[C@H](NC(=O)OC(C)(C)C)C(=O)N/N=C/c1ccc2nccnc2c1 (stereo partly specified)	-2	-5	0	-1	-1	1	2	1	-7
COC(=O)CSc1nc(C)c(C(=O)Nc2ccccc2C)c(-c2ccc(Cl)cc2)c1C#N	-7	-3	3	-3	3	-4	-13	4	2
Nc1ccccc1C(=O)NCCCN1CCOCC1	-3	-1	1	-2	-1	2	-7	10	3
Cc1cc([N+](=O)[O-])ccc1NC(=O)C(C)[n+]1ccccc1 (stereo unspecified)	7	3	1	-1	1	-3	6	-1	-2
O=C1CCC/C=C\C[C@@H](CC(=O)N(CCO)Cc2ccccc2)C(=O)N[C@H](c2ccccc2)CO1	·	7	9	-4	66*	·	5	7	·
Cc1ccc(C2CC(=O)Nc3c2ccc2ccccc32)cc1[N+](=O)[O-] (stereo unspecified)	-1	1	1	3	-1	-4	29	2	1
COc1cccc(C(CC(=O)NCCN2CCOCC2)NS(=O)(=O)c2ccc(C)cc2)c1OC (stereo unspecified)	0	0	-1	-3	-8	0	-12	-1	9
COc1ccc(C2CC(c3ccccc3)Nc3nc(N)nn32)cc1 (stereo unspecified)	3	6	-1	-4	3	-2	34	3	-8
COc1ccc(/C=C/CN2CCN(Cc3ccc(F)cc3)C(CCO)C2)cc1 (stereo unspecified)	3	3	3	4	2	-1	11	6	2
CCCNC(=O)CS(=O)Cc1nc(-c2ccc(OC)cc2)oc1C (stereo unspecified)	4	2	2	-8	-6	-2	10	7	8
COCCNC(=O)/C(C#N)=C/c1cc(Br)c(O)c(OC)c1	4	6	3	-3	0	0	11	3	11
COC(=O)c1cc(S(=O)(=O)N2CCN(c3cc(C)ccc3C)CC2)c[nH]1	2	2	-4	-1	-3	-4	-1	-1	-1
CC(C)Cn1c(SCC(=O)NC2CCCc3ccccc32)nc(O)cc1=O (stereo unspecified)	-5	3	-2	0	-6	-1	-9	6	11
Cc1ccc2c(c1)N(CC(=O)N1CCCc3ccccc31)C(=O)CO2	5	4	1	-2	8	1	10	2	3

Look-ups from above:
CC(C)Oc1cccc(C(=O)C2CCCN(C(=O)c3ccsc3)C2)c1 (stereo unspecified) in PREPL inh → 6
COc1ccc(/C=C/CN2CCN(Cc3ccc(F)cc3)C(CCO)C2)cc1 (stereo unspecified) in LYPLA1 counter → -1
